Compound activity: PubChem, NCI
Growth percent in the NCI-60 one-dose screen (48 h, 10 µM unless noted): 100 = growth as untreated, 0 = no growth, -100 = all killed.
HCC-2998 – HCC-2998 colon cancer | actives 4.7% (n = 79,000) | AID 1794799
HCT-116 – HCT-116 colon cancer; actives 7.3% (n = 82,000)
HCT-15 – HCT-15 colon cancer; actives 5.2% (n = 82,000); AID 1794746
KM12 – KM12 colon cancer cells; actives 5% (n = 82,000); AID 1794800
A498 – A498 renal cancer cells; actives 5.4% (n = 76,000)
HT29 – HT29 colon cancer | AID 1794748 | actives 7.4% (n = 81,000)
COLO 205 – COLO 205 colon cancer | actives 7.3% (n = 79,000) | AID 1794742
SNB-75 – SNB-75 CNS cancer; AID 1794750; actives 5% (n = 79,000)
SW-620 – SW-620 colon cancer; actives 5.2% (n = 82,000)
Numbers without * were called inactive; x = no result given; & = joins results of further samples; [ ] = another dose, or the depositor's remark. How the source made its calls: active means growth percent below 10; inactive means the rest. Compounds as they come. About 12% of those tested had a hit in this group.

The first three compounds, ahead of the listing:
SMILES	HCC-2998	HCT-116	HCT-15	KM12	A498	HT29	COLO 205	SNB-75	SW-620
O=C(Nc1ccccc1)Nc1ncnc2c1ncn2-c1ccccc1Cl	102	100	102	100	87	95	107	98	102
O=C(CCCCC(=O)N=C(c1ccccc1)c1ccccc1)N=C(c1ccccc1)c1ccccc1	106	104	103	120	99	103	115	98	103
Cc1cccc(C)c1NCc1nnc(-c2ccc(O)cc2)o1	100	102	98	97	107	106	97	78	100

All compounds of this part, from the start:
SMILES	HCC-2998	HCT-116	HCT-15	KM12	A498	HT29	COLO 205	SNB-75	SW-620
O=C(Nc1ccccc1)Nc1ncnc2c1ncn2-c1ccccc1Cl	102	100	102	100	87	95	107	98	102
O=C(CCCCC(=O)N=C(c1ccccc1)c1ccccc1)N=C(c1ccccc1)c1ccccc1	106	104	103	120	99	103	115	98	103
Cc1cccc(C)c1NCc1nnc(-c2ccc(O)cc2)o1	100	102	98	97	107	106	97	78	100
CC1CCC(=NNC(=O)Cc2ccccc2Nc2c(Cl)cccc2Cl)CC1 (configuration not stated)	97	87	94	116	116	115	107	91	106
COc1cc2nc3cc([N+](=O)[O-])ccc3c(NCCCNCCO)c2cc1OC	-48*	-34*	41	-34*	-80*	1.2*	-76*	-74*	-25*
COc1ccc(C(=O)c2c(N)c(C#N)cn2Cc2ccc(Cl)cc2Cl)cc1	106	87	84	94	72	101	107	79	93
C=CC[P+](c1ccccc1)(c1ccccc1)c1ccccc1	52	37	98	31	82	40	33	63	80
CC1(C)CC[C@]2(C(=O)N3CCCN(CC#N)CC3)CC[C@]3(C)C(=CC[C@@H]4[C@@]5(C)CC[C@H](O)C(C)(C)[C@@H]5CC[C@]43C)[C@H]2C1	71	-48*	19	54	40	35	-16*	91	28
CN(C)c1ccc2c(c1)OC(N)=C(C#N)C2c1ccc2c(c1)CCCN2C (configuration not stated)	27	7.9*	16	23	-8.4*	10	-10*	43	35
O=C(Nc1cccc2c1[nH]c(=O)c1ccccc12)C(F)(F)F	97	109	92	98	98	108	96	87	104
CC(=O)c1ccc(NC(=O)CSc2nnc3n(Cc4ccccc4)c(=O)c4c(C)c(C(N)=O)sc4n23)cc1	x	102	103	99	98	106	126	85	111
CCCCCCCSc1ncnc2[nH]ncc12	119	63	61	83	89	89	94	59	62
CCS/C(Nc1ccccc1)=C(\C#N)C(=O)Nc1ccc(C)cc1	95	90	95	97	79	89	117	109	101
O=C(O)CCc1ccccc1	108	104	106	106	100	104	114	112	103
ClC1=C(Cl)C(Cl)=C(Cl)C1=Cc1ccc(Cl)cc1Cl	-90*	-56*	-56*	-79*	-90*	10	-34*	-46*	-44*
O=C(ON1C(=O)N[C@H]2CCCC[C@@H]2C1=O)c1ccccc1	103	94	94	97	106	100	114	91	104
COc1ccc(C(=O)c2no[n+]([O-])c2C(=O)c2ccc(OC)cc2)cc1	110	-98*	20	102	116	10	-86*	-99*	-83*
COc1ccc(OC)c(C(=O)C(=O)c2cc(OC)ccc2OC)c1	103	95	102	100	x	103	106	90	102
COc1cc(/C=N/NC(=O)c2cn(C3CC3)c3c(OC)c(N4CC5CCCNC5C4)c(F)cc3c2=O)ccc1O (configuration not stated)	15	-59*	32	69	99	-0.3*	36	106	0.4*
CCCCCCc1cccnc1	100	92	96	106	89	99	109	85	100
COc1ccc2c(c1)Cc1c-2cc(Br)c(N)c1Br	99	91	112	107	112	112	105	56	93
CC(C)(C)C1=CC(=O)C(C(C)(C)C)=CC1=O	101&94	105&89	105&98	110&110	122	100&109	116	97&104	104&106
COc1ccc(Cn2cncc2-c2c[nH]c3cc(Cl)ccc23)cc1	105	73	90	93	78	81	102	86	88
CN(C)c1ccc(/C=N/NC(=O)c2ccc(S(C)(=O)=O)cc2)cc1	106	106	106	99	92	80	95	97	107
O=[N+]([O-])c1cccc(-c2nnc(CSc3nnc(-c4ccc(Cl)cc4Cl)o3)o2)c1	106	106	107	103	96	107	114	95	108
CC(C)/C(=N/O)c1ccccc1	106	109	110	117	113	97	115	95	114
CCC(=O)Nc1ccc(-c2nc(-c3cccc(OC)c3)c(-c3ccnc(Br)c3)[nH]2)cc1	69	64	22	43	51	55	71	16	80
CC(=S)N/C=C(\C#N)S(=O)(=O)c1ccc(C)cc1	102	102	106	106	92	94	100	85	104
CC1=CC[C@@H]2C(C)(C)[C@@H](O)CC[C@@]2(C)[C@@H]1COc1ccc2ccc(=O)oc2c1	88	45	29	40	83	71	55	62	79
COC(=O)C1(O)NC(=C(C#N)C#N)C(C#N)=C1C(=O)/C=C/c1ccccc1 (configuration not stated)	105	97	105	97	110	104	116	103	107
C=C(C)[C@@H]1CC[C@]2(C(=O)O)CC[C@]3(C)[C@H](CC[C@@H]4[C@@]5(C)C[C@@H](CC#Cc6ccccc6)C(=O)C(C)(C)[C@@H]5CC[C@]43C)[C@@H]12	29	9.1*	19	28	33	24	21	65	27
Cn1cnc([N+](=O)[O-])c1Sc1nc(N)nc2nc[nH]c12	20	23	50	23	44	47	97	31	51
COC(=O)[C@@]1(C)CC[C@]2(C)CC[C@]3(C)C(=CC(=O)[C@@H]4[C@@]5(C)Cc6c([nH]c7ccccc67)C(C)(C)[C@@H]5CC[C@]43C)[C@@H]2C1	116	72	82	105	140	84	78	94	101
O=C(O)c1ccc(-n2cc(/C=N/Nc3ccc(Br)cc3)c(-c3ccc(F)cc3F)n2)cc1	96	79	79	83	59	101	96	85	97
C=CCSc1nc2ccccc2cc1/C=C1/SC(=O)NC1=S	105	106	104	107	103	114	111	83	98
O=C1C=C/C(=C2/C=CC(=O)C3C(=O)C=CC(=O)C23)c2c(O)ccc(O)c21 (configuration not stated)	113	97	104	103	124	107	101	114	101
COC(=O)CC(O)c1ccccc1 (configuration not stated)	86	94	90	98	78	93	112	84	103
c1ccc2cc(N3CCCCC3)ccc2c1	100	112	57	104	x	100	108	96	102
O=C(Nc1ccccc1C(=O)N/N=C(\c1ccccc1)c1ccccn1)c1ccccc1	30	21	26	22	16	22	5.1*	64	29
COc1ccc(CN=Cc2cc(C(C)(C)C)cc(C(C)(C)C)c2O)cc1	78	26	24	52	86	58	99	79	50
CCOC(=O)c1cc(C(=O)c2cc(OC)c(OC)c(OC)c2)n2nc(C)ccc12	26	15	25	28	23	8.0*	-39*	48	27
O=C1C=CC(n2cc(F)c(=O)[nH]c2=O)O1 (configuration not stated)	22	40	58	52	79	39	59	80	80
O=C(/C(=C/c1ccco1)Cc1nc2ccccc2[nH]1)c1nc2ccccc2[nH]1	115	107	103	113	93	x	113	101	111
O=C1C=C(c2ccccc2)C1(Cl)Cl	105	86	99	111	89	81	116	x	91
CCOC(=O)C(C(=O)OCC)C(c1ccccc1)N1CCN(c2ccccc2)CC1 (configuration not stated)	111&114	99&98	95&108	99&111	107&139	106&107	124&114	103&95	111&113
CC(C)(C)c1ccc(S(=O)(=O)Oc2ccc(NC(=O)c3ccc4ccccc4c3)cc2)cc1	101	60	66	81	86	69	85	77	82
C#Cc1cccc(NC(=O)C2CCN(C(=O)C=C)CC2)c1	109[8.25 µM]	106[8.25 µM]	103[8.25 µM]	108[8.25 µM]	99[8.25 µM]	107[8.25 µM]	112[8.25 µM]	105[8.25 µM]	105[8.25 µM]
CS(=O)(=O)c1nccc(-c2c(-c3ccc(OCc4ccccc4)cc3)nc3sccn23)n1	110	87	102	99	83	91	116	78	105
O=C(CSc1ccc(Cl)cc1)Nc1ccc(-c2nc3ccccc3s2)cc1	104	84	96	82	87	99	114	93	115
O=C(O)Cn1cnc2c(=S)nc[nH]c21	106	100	105	106	107	100	116	89	106
Cc1ccc(C(=O)CC(=O)C(F)(F)C(F)(F)C(F)(F)F)s1	105	110	105	112	112	110	119	96	103
O=C1CCC2(CC1C1C=CCC1)OCCO2 (configuration not stated)	107	107	99	106	104	99	97	91	107
Nc1[nH]c(=O)sc1N=Nc1cccc2c1C(=O)c1ccccc1C2=O	102	91	103	100	x	97	105	96	99
CCOC(=O)c1ccc(N=C2NC(=O)/C(=C/N(C)C)S2)cc1	107	111	99	98	x	126	x	88	101
O=C1C2=C(Nc3ccccc3SC2c2ccc(Br)cc2)c2ccccc21 (configuration not stated)	99	94	106	87	70	94	108	113	106
Cc1c(NC(C)C)c(=O)n(-c2ccccc2)n1C	97	99	101	105	97	113	119	119	107
C=Cc1cc[n+](CC(=O)c2ccc(-c3ccccc3)cc2)cc1	86	87	99	71	116	78	99	80	103
NC(=O)c1ccc(N=Nc2c(O)c3ccccc3[nH]c2=O)cc1	92	99	106	112	104	111	119	99	106
N=C(N)c1ccc(-c2ccc(-c3ccc(Cl)c(Cl)c3)o2)cc1	-76*	-83*	-56*	-84*	x	-20*	x	79	-74*
O=[N+]([O-])c1ccc(N/N=C\c2ccc(O)c(S(=O)(=O)O)c2)nc1	100	86	108	105	84	107	119	97	98

Part of the list above with just HCT-116 and HCT-15.
Molecule | HCT-116 | HCT-15
O=C(CSc1ccc(Cl)cc1)Nc1ccc(-c2nc3ccccc3s2)cc1 | 84 | 96
O=C(O)Cn1cnc2c(=S)nc[nH]c21 | 100 | 105
Cc1ccc(C(=O)CC(=O)C(F)(F)C(F)(F)C(F)(F)F)s1 | 110 | 105
O=C1CCC2(CC1C1C=CCC1)OCCO2 (configuration not stated) | 107 | 99
Nc1[nH]c(=O)sc1N=Nc1cccc2c1C(=O)c1ccccc1C2=O | 91 | 103
CCOC(=O)c1ccc(N=C2NC(=O)/C(=C/N(C)C)S2)cc1 | 111 | 99

(more compounds)
SMILES	HCC-2998	HCT-116	HCT-15	KM12	A498	HT29	COLO 205	SNB-75	SW-620
Cc1nn(-c2ccc(Cl)cc2)c2nc3[nH]c(=O)[nH]c(=O)c3nc12	89	97	111	107	61	103	112	88	97
NCCN1CCNCC1	94	105	100	109	93	98	122	92	103
CCCCCCCC(=O)SCC/C=C/[C@@H]1CC(=O)NCc2cccc(n2)C2=N[C@@](C)(CS2)C(=O)N[C@@H](C(C)C)C(=O)N1	13	2.9*	75	25	x	-6.8*	-42*	25	69
CCOC(=O)C(Cc1ccc(N)cc1)N1C(=O)c2ccccc2C1=O (configuration not stated)	117	103	98	x	80	107	97	94	105
COc1ccc2nc(-c3c(-c4ccc(F)cc4)nc4ncccn34)[nH]c2c1	98	96	95	113	88	94	110	63	105
COc1ccc(C(=O)C(C)Br)cc1OC (configuration not stated)	101	52	46	93	x	38	23	86	41
CCOC(=O)c1cc2c(n1Cc1cc(OC)cc(OC)c1)-c1oncc1CC2	19	14	22	19	25	5.7*	1.4*	-0.3*	35
FC(F)(F)c1ccc2c(c1)C(c1cncnc1)=C1CCCN3Cc4ccccc4C123 (configuration not stated)	103	88	96	102	106	89	115	83	95
O=C1c2ccccc2C(=O)c2cc(SC(=S)N3CCCC3)ccc21	104	84	94	100	95	74	29	93	80
Brc1cccc(/C=N/Nc2nc(N/N=C/c3cccc(Br)c3)nc(N3CCCCC3)n2)c1	102	87	84	107	88	96	105	117	108
COc1ccccc1/C=C1\Oc2ccc(O)c(-c3ccccc3)c2C1=O	122	76	63	97	x	106	x	84	99
Nc1c2c(=O)[nH]c(O)cc2nn1-c1ccccc1	111	99	102	123	119	102	99	90	113
c1ccc2c3c([nH]c2c1)C1CC2CCCCC2CN1CC3 (configuration not stated)	84	92	98	102	110	84	98	91	99
COc1cc(C2=Nc3c/c(=C\c4c(O)[nH]c5ccccc45)ccc3=N2)cc(OC)c1OC	81	59	91	45	85	60	42	51	80
c1cnc2scc(Nc3ncnc4c3sc3ncccc34)c2c1	97	105	101	101	92	115	105	74	95
C=CN1C(=O)NC2(CCCCC2)C1=O	117	101	99	104	95	103	109	97	98
CN=C1N[N+]2=CCCCC2(C)S1 (configuration not stated)	100	96	111	101	125	98	101	74	110
Clc1cccc(Cl)c1CSc1nc2ccccc2n2cccc12	109	87	68	84	115	80	91	86	97
COc1ccc(OCC(=O)Nc2ccc(-c3nc4ccccc4s3)cc2C)cc1	90	74	86	107	101	92	120	83	97
CC1SC(c2ccc(Cl)cc2)N(NC(=O)c2[nH]c3ccc(F)cc3c2-c2ccccc2)C1=O (configuration not stated)	86	37	68	58	x	71	93	61	73
Cc1ccc(C(O)C2=CC(=O)c3ccccc3C2=O)cc1 (configuration not stated)	101	92	93	96	96	107	107	92	95
CCOC(=O)n1cc(-c2nonc2-c2cn(C)c3ccc(Br)cc23)c2cc(F)ccc21	80	66	61	70	87	75	84	80	90
NS(=O)(=O)c1cc(Cl)ccc1Cl	100	96	99	103	119	92	100	83	105
O=C(CN1CCOCC1)Nc1ccc(S(=O)(=O)c2ccc(NC(=O)CN3CCOCC3)cc2)cc1	106	106	106	101	106	101	109	126	107
COc1cc2cc(Oc3ccc(NC(=O)Nc4ccc(Cl)c(Cl)c4)cc3)c(C)nc2cc1OC	38	11	19	14	36	11	4.0*	22	23
Cc1nn(-c2ccccc2)c(N2CCCCC2)c1/C=N/Nc1nc(-c2ccc(Cl)c(Cl)c2)cs1	103	93	87	93	84	96	91	66	99
O=c1[nH]c2ccc(Cl)cc2cc1CSc1ccccc1Nc1nccc(-c2ccc(Cl)cc2)n1	119	90	91	92	88	109	116	77	92
Cc1nc(C)c(C(=O)O)cc1C(=O)O	101	111	103	117	89	109	131	91	109
CCOc1ccccc1CNCC(=O)N(CC(=O)N(CC(N)=O)Cc1ccccc1C)Cc1ccc(C(C)(C)C)cc1	64	94	102	108	60	84	76	76	97
CCCCCCCC(=O)c1ccccc1	117	103	102	96	60	93	105	85	92
